# High-throughput results (PubChem BioAssay)
# Mac1 fbg inh: blocks human CD11b/CD18 adhesion to fibrinogen; P05107+P11215; K562 CD11b/CD18 adhesion to fibrinogen, ATPlite luminescence; Mn2+ added to activate the integrin; 93,000 compounds, 0.54% hits; inhibition, % at 10 µM;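 active = primary inhibition of 50% or more at 10 µM, then 40% or more on retest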; note: some results filed as inactive read as strong as hits
# Lung fibro prol: blocks proliferation of human lung fibroblasts; AID 719; LL 47 human lung fibroblast viability, ATP luminescence; stronger effect = lower value; viability, % at 10 µM; 85,000 compounds, 1.1% hits;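 active = viability at or below 50% in the single dose screen; inactive = viability above 50%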;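 note: compound exposure lasted 72 h before the ATP readout; 100% = median luminescence of untreated cell-only wells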
#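 Times – overnight cell rest, 72 h compound treatment at 37 °C · Test system – human lung fibroblast line LL 47, low passage · Amount – 1,150 cells in each well · Controls – cell-only wells, no compound · Doses – 0.1% DMSO in all compound wells · Measured by – CellTiter-Glo luminescence · Buffer or medium – IMEM plus 15% FBS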
# H69AR growth 86K: growth inhibitors of human H69AR lung tumor cells | viability, % at 10 µM | 85,000 compounds, 6% hits | H69AR lung tumor viability, ATP luminescence, 72 h; stronger effect = lower value;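 active = viability at or below 40%; inactive = viability above 40%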;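 note: multidrug resistant small cell line overexpressing MRP-1 efflux transporter; 100% = mean luminescence of untreated control wells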
# CYP2C19 activ: activators of human cytochrome P450 2C19. P33261. recombinant CYP2C19, luciferin-H EGE luminescence; stronger effect = higher value; 0 = fully inhibited enzyme, 1 = untreated enzyme. activation factor at 5 µM. 96,000 tested, under 10 active;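 active = activation factor of at least 2 at 5 µM in the primary screen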;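 note: 0 = wells with 2.5 mM tranylcypromine and 1 = vehicle-only wells; values of inactives mirror those of a sister screen read the other way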
# Target sequence (P33261 whole entry, looked up): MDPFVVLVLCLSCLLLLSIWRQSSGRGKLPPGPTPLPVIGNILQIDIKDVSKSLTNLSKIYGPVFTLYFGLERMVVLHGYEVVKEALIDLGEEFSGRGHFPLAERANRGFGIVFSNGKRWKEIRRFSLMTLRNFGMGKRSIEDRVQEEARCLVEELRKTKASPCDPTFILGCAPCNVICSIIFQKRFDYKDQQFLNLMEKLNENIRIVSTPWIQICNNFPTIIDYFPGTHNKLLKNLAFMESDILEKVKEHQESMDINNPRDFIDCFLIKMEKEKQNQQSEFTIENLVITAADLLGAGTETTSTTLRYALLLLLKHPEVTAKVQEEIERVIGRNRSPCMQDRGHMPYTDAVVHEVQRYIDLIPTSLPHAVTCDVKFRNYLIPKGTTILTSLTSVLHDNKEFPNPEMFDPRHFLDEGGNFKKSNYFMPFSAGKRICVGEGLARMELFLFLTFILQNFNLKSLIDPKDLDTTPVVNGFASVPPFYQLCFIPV
# ERa coact inh: ER-alpha (human) coactivator binding inhibition | TR-FRET ER-alpha LBD / SRC-1 peptide, estradiol-bound | inhibition, % at 25.6 µM | 86,000 compounds, 1.7% hits; in the data active = inhibition above about 50%;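 note: 0% = receptor plus peptide control and 100% = peptide only without receptor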
# Target sequence (P03372 whole entry, looked up, the tested form may be a part): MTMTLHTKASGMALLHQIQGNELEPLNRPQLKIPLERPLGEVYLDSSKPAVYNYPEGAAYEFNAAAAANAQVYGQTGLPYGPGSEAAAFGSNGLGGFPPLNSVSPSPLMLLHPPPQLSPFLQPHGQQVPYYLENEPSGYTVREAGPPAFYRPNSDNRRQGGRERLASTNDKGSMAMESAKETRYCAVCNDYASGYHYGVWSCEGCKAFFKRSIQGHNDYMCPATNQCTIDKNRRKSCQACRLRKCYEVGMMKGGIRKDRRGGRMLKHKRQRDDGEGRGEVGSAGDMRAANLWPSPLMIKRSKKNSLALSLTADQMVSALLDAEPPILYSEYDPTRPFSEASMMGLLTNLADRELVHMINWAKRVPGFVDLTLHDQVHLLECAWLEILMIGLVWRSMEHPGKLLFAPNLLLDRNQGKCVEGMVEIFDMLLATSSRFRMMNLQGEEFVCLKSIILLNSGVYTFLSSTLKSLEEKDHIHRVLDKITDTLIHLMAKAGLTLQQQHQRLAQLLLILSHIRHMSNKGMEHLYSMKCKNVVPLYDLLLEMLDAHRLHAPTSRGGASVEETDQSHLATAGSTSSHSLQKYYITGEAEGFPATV
# CYP2C19 inh: inhibitors of human CYP2C19 | P33261 | CYP2C19 Supersomes, luciferin-H EGE luminescence, 30 min | inhibition, % at 5 µM | 96,000 compounds, 21% hits | AID 778;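 active = CYP2C19 inhibition above a set limit at 5 µM in the primary screen, cut at about 50% in these data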;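 note: plate controls were negative control wells for no effect and 2.5 mM tranylcypromine positive control for full effect; values of inactives mirror those of a sister screen read the other way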
# HUVEC prolif 384: human endothelial cell proliferation inhibition. 86,000 compounds, 1.1% hits. HUVEC proliferation, CellTiter-Glo luminescence, 72 h; stronger effect = lower value. viability, % at 10 µM (by protocol);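 active = viability at or below 30%; inactive = viability above 30%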;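 note: 100% = median luminescence of DMSO-only cell control wells on each plate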
# Mac1 fbg enh: increases human CD11b/CD18 adhesion to fibrinogen. K562 CD11b/CD18 adhesion to fibrinogen, ATPlite luminescence. activation, % at 10 µM. 93,000 compounds, 0.07% hits;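 active = 10 µM primary screen giving 50% or more activity, confirmed by 40% or more on retest at that dose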; note: strong numbers were not always called active
# ERa coact pot: ER-alpha (human) coactivator binding potentiation | P03372 | TR-FRET ERalpha-LBD/SRC-Cy5 coactivator binding, 2 h; 100 = basal binding, no effect | coactivator binding (% of control), % at 25.6 µM | 86,000 compounds, 1.3% hits; in the data active = activity above about 200%;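 note: binding measured in presence of low estradiol as agonist stimulus; 0% = peptide alone without receptor and 100% = receptor with peptide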
# An asterisk follows results filed as active; x = no result given; [ ] = remark or other dose.
SMILES,Mac1 fbg inh,Lung fibro prol,H69AR growth 86K,CYP2C19 activ,ERa coact inh,CYP2C19 inh,HUVEC prolif 384,Mac1 fbg enh,ERa coact pot
CCC(C(=O)NCc1ccco1)N(C(=O)CNS(=O)(=O)c1ccc(C)cc1)c1ccccc1OC (stereo not drawn),0,98,96,0.8,5[fluorescence artefact?],23,95,-2,87
Cc1ccccc1OCC(O)Cn1nnc2ccccc21 (stereo not drawn),x,112,108,x,-21,x,110,x,106
COc1cccc(C2=CC(c3cccc(OC)c3OC)n3nnnc3N2)c1 (stereo not drawn),23,x,x,0,x,98*,x,-6,x
O=C(O)c1ccccc1S(=O)(=O)NCC(O)COC1CCCCC1 (stereo not drawn),3,99,92,0.9,6,6,102,1,96
CCCCCSc1nncc(=O)[nH]1,18,x,x,1.2,x,-17,x,0,x
CCc1c(C)c(C#N)c2nc3ccccc3n2c1N(C)C,1,89,53,1,5,2,92,-1,114
O=C(C(Sc1ccccc1)c1ccccc1)N1CCN(c2ccccc2F)CC1 (stereo not drawn),13,x,x,0.1,x,86*,x,-2,x
CCOC(=O)c1ccccc1NC1c2ccccc2C(=O)N1c1ccc(C)cn1 (stereo not drawn),2,89,79,0.9,0,5,100,3,106
COc1ccc(-c2csc3ncnc(NCCN4CCOCC4)c23)cc1,7,64,21*,0.7,8,34,47,-1,96
CCN(CC)c1nc2n(c(=S)n1)CCS2,8,96,95,0.9,-6[fluorescence artefact?],6,105,4,113
COc1ccc(CC(=O)Nc2nc3ccc(F)cc3s2)cc1S(=O)(=O)N1CCOCC1,-1,88,39*,0.2,6,75*,86,-4,94
CCN(CC)CC(O)COCCC12CC3CC(CC(C3)C1)C2 (stereo not drawn),6,97,86,1.1,2,-9,84,2,103
O=C(NC1CCCCC1)N1CCN(c2ccccc2)CC1,x,98,106,x,-7,x,91,x,112
COC(=O)c1c(NC(=O)Cc2cccs2)sc(C)c1C,14,82,68,0.4,0,62*,76,-3,94
Cc1sc(NC(=O)CSC2=NCCS2)nc1-c1ccccc1,9,98,77,0.6,1,36,88,-3,99
CCCCCOC(=O)c1ccc(OC(=O)c2cncc(Br)c2)cc1,x,103,106,0.9,-1,6,99,x,99
CCOC(=O)CN1C(=O)COc2ccc(C(C)(C)C)cc21,-2,x,x,0.6,x,42,x,-2,x
COc1ccc2nc(NC(=S)N(C)C)sc2c1,60*,99,60,0,-7,99*,85,-4,65
Cc1cc(S(=O)(=O)N2CCC(NC(=O)C34CC5CC(CC(C5)C3)C4)CC2)ccc1-n1cnnn1,1,94,74,0.8,4,17,62,-2,92
CC(=O)Nc1ccc(NC(=O)CN(c2ccccc2Cl)S(C)(=O)=O)cc1,14,93,102,0.9,-3,14,82,-1,95
CCCCC(=O)Nc1ccc(C(=O)NCC(=O)OC)cc1,4,110,89,1.2,-11,-17,96,0,113
Cc1nc(N2CCN(c3ccccc3)CC2)nc2c1C(=O)CC(C)C2 (stereo not drawn),-14,108,x,0.9,-5,13,113,0,116
C=CCOC(=O)C1=C(C)Nc2ncnn2C1c1cc(Br)ccc1F (stereo not drawn),x,97,45,0.8,-17,21,89,x,94
Cc1cccc(C)c1NC(=O)C(c1ccc([N+](=O)[O-])cc1)N1CCCCC1 (stereo not drawn),-15,x,x,1,x,0,x,6,x
N#CC1=C(N)C(C#N)(C#N)[C@H](c2c(F)cccc2F)[C@H]2CC3(CC=C12)OCCO3,30,59,3.0*,0.9,-7,10,48,-3,119[fluorescence artefact?]

# Filtered by structure: the compounds so far with a thiophene ring, fused or not.
SMILES,Mac1 fbg inh,Lung fibro prol,H69AR growth 86K,CYP2C19 activ,ERa coact inh,CYP2C19 inh,HUVEC prolif 384,Mac1 fbg enh,ERa coact pot
COc1ccc(-c2csc3ncnc(NCCN4CCOCC4)c23)cc1,7,64,21*,0.7,8,34,47,-1,96
COC(=O)c1c(NC(=O)Cc2cccs2)sc(C)c1C,14,82,68,0.4,0,62*,76,-3,94

# Look-ups from above.
# COc1ccc(CC(=O)Nc2nc3ccc(F)cc3s2)cc1S(=O)(=O)N1CCOCC1 in Mac1 fbg inh: -1
# Cc1cc(S(=O)(=O)N2CCC(NC(=O)C34CC5CC(CC(C5)C3)C4)CC2)ccc1-n1cnnn1 in ERa coact pot: 92
# COC(=O)c1c(NC(=O)Cc2cccs2)sc(C)c1C in H69AR growth 86K: 68
# O=C(C(Sc1ccccc1)c1ccccc1)N1CCN(c2ccccc2F)CC1 (stereo not drawn) in Mac1 fbg inh: 13

# Additional entries:
SMILES,Mac1 fbg inh,Lung fibro prol,H69AR growth 86K,CYP2C19 activ,ERa coact inh,CYP2C19 inh,HUVEC prolif 384,Mac1 fbg enh,ERa coact pot
CC1=C(C(=O)OCC2CCCO2)C(c2ccc(O)cc2)NC(=O)N1 (stereo not drawn),-3,98,92,1,-11,0,96,4,104
CC1=C(C(=O)Nc2cccnc2)C(c2ccc(C(C)C)cc2)n2ncnc2N1 (stereo not drawn),x,99,86,x,-1,x,99,x,112
CCN(CC)CCOc1c(Br)ccc2c1sc1nc3n(c(=O)c12)CCC3,9,82,69,0.2,5,84*,69,-4,106
CCOC(=O)c1c(C)[nH]c(C(=O)COC(=O)CCC(=O)c2ccc3c(c2)OCCO3)c1C,-1,93,102,0.9,-8,6,71,3,126
COC(=O)CN1C(=O)C(O)(CC(=O)c2ccccc2)c2ccccc21 (stereo not drawn),-3,101,96,0.5,1,51*,85,-1,114
Nc1ccc(OCc2ccccc2)cc1,x,97,104,x,-13,x,107,x,135
CCOC(=O)Cc1csc(NC(=O)CSc2ncnc3c2cnn3-c2ccccc2Cl)n1,47,107,42,0.3,-5,70*,102,-4,95
Cc1nn(Cc2ccc(F)cc2)c(C)c1NC(=O)c1nn(C)cc1Cl,x,104,97,x,-23,x,104,x,108
CCCCn1c(-c2ccccc2)nnc1-c1ccccc1,-7,101,73,0.7,3,29,96,-3,112
C/C(N)=C(/C#N)C(=O)COC(=O)CCC1CCCC1,-17,97,90,0.5,-1,49,85,0,99
CC(=O)OC1c2ccccc2C(=O)N1c1ccccc1C (stereo not drawn),8,90,97,1,1,0,98,3,96
Cc1nc2ccc(S(=O)(=O)N(C)CC(=O)NCc3ccc4c(c3)OCO4)cc2s1,3,x,x,0.4,x,57*,x,-2,x
CCOC(=O)C1CCN(CCC(=O)Nc2cccc(Cl)c2)CC1,4,97,86,0.5,-1,52*,95,-2,109
C=CCNc1nc(C2(C)CC3(CC(C)(C)OC3=O)C(=O)O2)cs1 (stereo not drawn),7,99,93,0.2,0,79*,107,-5,104
COc1ccc(/C(C)=N/NC(=O)c2ccc(CSc3cccc4cccnc34)cc2)cc1OC,x,97,50,0.5,0,46,86,x,82[fluorescence artefact?]
O=C(NCc1ccc(Cl)cc1)c1ccccc1Oc1ccccc1,14,x,x,0.7,x,32,x,-1,x
O=C(NCCCN1CCOCC1)c1ccc(Br)s1,1,96,93,0.7,5,26,92,-2,112
CCCCN(CCCC)C(=O)/C=C/c1cccc([N+](=O)[O-])c1,6,x,x,0.3,x,72*,x,-2,x
Cn1c(SCC(=O)NC2CCCCC2)nnc1-c1cc2cc(Cl)ccc2o1,-4,115,96,0.7,43[fluorescence artefact?],29,90,-2,429*[fluorescence artefact?]
O=C(CN(CCc1ccccc1)C(=O)CNS(=O)(=O)c1ccc(F)cc1)NCC1CCCO1 (stereo not drawn),-7,96,94,0.6,-2,40,96,-2,110
CNC(=O)c1sccc1-n1cccc1,-32,103,96,1,-2[fluorescence artefact?],-5,102,0,117[fluorescence artefact?]
COc1cccc(-c2nn(C)c3sc(C(=O)NCc4ccc5c(c4)OCO5)cc23)c1,2,110,88,0.2,11,76*,75,12,83[fluorescence artefact?]
Cc1cc(NC(=O)CN2C(=O)C3CC=CCC3C2=O)no1 (stereo not drawn),-10,103,99,1.1,-5,-9,111,-1,99
Cc1ccc(S(=O)(=O)c2nc(S(C)(=O)=O)sc2NCC2CCCO2)cc1 (stereo not drawn),-12,90,92,1,-24,0,87,-2,611*
O=C(NNc1ncc(C(F)(F)F)cc1Cl)c1c(Cl)cccc1Cl,11,x,x,0.7,x,33,x,1,x

# (next part)
SMILES,Mac1 fbg inh,Lung fibro prol,H69AR growth 86K,CYP2C19 activ,ERa coact inh,CYP2C19 inh,HUVEC prolif 384,Mac1 fbg enh,ERa coact pot
CC(C)COC(=O)C(N)C(C(=O)OCC(C)C)c1ccccc1 (stereo not drawn),-15,88,86,0.8,-5,16,94,-1,117
CN(CCCNC(=O)c1ccc(/C=N/O)nc1)CCCN(C)Cc1ccccc1,x,98,83,0.7,-3,27,67,x,112
O=C(NCc1cccc(Cl)c1)c1ccco1,-5,103,100,0.4,-8,57*,87,-5,107
Cc1ccc(-n2nc3ccc(NC(=O)/C=C/c4ccco4)cc3n2)cc1C,-17,x,x,1.1,x,-7,x,56,x
Cc1ccc(C(=O)NCCNC(=O)CN2CCOCC2)cc1,-13,97,107,1,9,-1,102,-1,114
Cc1c(-c2ccccc2)nc2ccccc2c1C(=O)Oc1ccc([N+](=O)[O-])cc1,5,x,x,1,x,-1,x,0,x
Cc1cc(C)c2c(n1)nn1c(C3CC3)cc(C(F)(F)F)nc21,x,97,92,x,21,x,91,x,97
CCOC(=O)COn1c2c(c3c4no[n+]([O-])c4ccc31)CCCC2,13,105,x,1,8,4,92,19,119
O=C(NC1CC2CCCC(C1)N2C1CC1)NC12CC3CC(CC(C3)C1)C2 (stereo not drawn),3,87,77,1.2,1,-16,85,2,85
Fc1ccc2nc3[nH]c4ccccc4c3nc2c1,14,90,54,1,7[fluorescence artefact?],-4,87,2,162[fluorescence artefact?]
O=S1(=O)C=C(Sc2nc3cc(Cl)ccc3o2)c2ccccc21,-10,x,x,0.3,x,66*,x,-2,x
CN(C)S(=O)(=O)c1ccc(N2CCCC2)c(C(=O)NC(c2ccccc2)c2ccccc2)c1,18,x,x,1.1,x,-7,x,-4,x
COc1ccc(N2C(=O)CCC(C(=O)N3CCOCC3)C2c2ccc(F)cc2)cc1 (stereo not drawn),-42,x,x,1,x,1,x,-1,x
COc1ccccc1-c1nc(C#N)c(N2CCc3ccccc3C2)o1,77,102,80,0.2,-6,84*,83,-4,102
Cc1ccccc1NS(=O)(=O)c1ccc(NC(=O)CSCc2ccc(Br)cc2)cc1,50,x,x,0.9,x,12,x,1,x
Cc1cccc(-n2c(Cc3cc(=O)[nH]c(=O)[nH]3)nnc2SCC(=O)N2CCCCC2)c1,-5,91,88,1.1,-8,-14,93,2,102
O=C(CCCN1C(=O)c2cccc3cccc(c23)C1=O)N1CCN(Cc2ccc3c(c2)OCO3)CC1,22,x,x,0.2,x,79*,x,-5,x
COc1ccc(NC(=O)CN(c2ccc(C)cc2)S(=O)(=O)c2c(C)nn(C)c2C)cc1OC,-8,93,90,1,-7,-3,86,0,100[fluorescence artefact?]
O=S(=O)(c1ccc(-c2csc(=Nc3ccccc3)n2CCCN2CCOCC2)cc1)N1CCOCC1,x,104,46,0.4,-2,56*,113,x,95
COc1ccc(S(=O)(=O)N(CCCN2CCCC2=O)Cc2cc3c(C)cc(C)cc3[nH]c2=O)cc1,6,106,64,0.3,6,65*,81,-2,108
O=C(Cc1ccsc1-c1ccccc1)NO,-16,x,x,0.9,x,12,x,-3,x
CC(C)Sc1nc2c(c(=O)n1-c1ccc(F)cc1)SCC2,-47,87,74,1,-2,0,100,7,108[fluorescence artefact?]
CCCCNS(=O)(=O)c1ccc2nc(SCC(=O)N3CC(C)OC(C)C3)[nH]c2c1 (stereo not drawn),-27,107,96,0.6,9,42,105,4,84
